# PABP1 MLLE inh = inhibitors of microRNA-mediated deadenylation, human PABP1 MLLE binding; P11940; GST-MLLE / FITC-PAM2 fluorescence polarization; inhibition, % at 20 µM; 0.36% of 360,000 active; AID 588489; in the data active = inhibition above about 35%, passing the limit was not always enough;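 also: plate controls were DMSO wells with GST-MLLE for no effect and wells lacking GST-MLLE protein for full effect; some results filed as inactive read as strong as hits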
# CendR NRP1 mod = modulators of CendR peptide binding to human neuropilin-1; O14786; FAM-RPARPAR peptide binding to NRP-1, fluorescence polarization; inhibition, % at 25 µM; 0.85% of 360,000 active; AID 602438;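 active = inhibition or corrected inhibition above about 18%, plus a signal ratio from 0.5 to 1.5, limit read from the data, passing the limit was not always enough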; also: strong numbers were not always called active
# FAS TE block = inhibitors of human fatty acid synthase thioesterase domain; P49327; recombinant FAS-TE, OMFH fluorogenic substrate, fluorescence endpoint; inhibition, % at 15 µM; 0.67% of 360,000 active;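 active = compounds whose normalised, plate-corrected inhibition of enzyme fluorescence in the single-dose primary screen is 50% or more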;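 also: 0% = DMSO with enzyme and 100% = substrate without enzyme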
# SKN-1 inh = blocks SKN-1 activity in C. elegans; C. elegans VP596 Pgst-4::GFP/RFP ratio, acrylamide-induced, 24 h; inhibition, % at 21.8 µM; 0.49% of 360,000 active;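 active = interference check ratio from 0.5 to 1.5 plus GFP to RFP signal ratio inhibition reaching or exceeding a fixed threshold, cut at about 30% in these data, passing the limit was not always enough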; also: some compounds called inactive have numbers as strong as hits
# bovine MsrA act = bovine methionine sulfoxide reductase A activation. purified bovine MsrA, absorbance read-out. activation, % at 10.6 µM. 0.3% of 360,000 active. AID 602163; in the data active = activation above about 7.5%;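 also: 0% = vehicle and 100% = reference activator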
# Tb MetRS inh = Trypanosoma brucei MetRS inhibition; purified T. brucei MetRS, ATP depletion, Kinase-Glo luminescence; inhibition, % at 11.9 µM; 0.4% of 360,000 active; AID 624268;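 active = inhibition above a per-plate cutoff of the control wells' mean inhibition plus 3 SD, cut at about 5.5% in these data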;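 also: 0% = DMSO wells median and 100% = median of wells with control inhibitor compound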
#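 Material: parasite MetRS enzyme / Replication: singlicate, one well per compound / Signal: luminescence of leftover ATP / Schedule: 2 h aminoacylation at 25 °C after 15 min preincubation / Medium: HEPES-MgCl2-KCl buffer plus DTT, spermine, BSA, pyrophosphatase / Doses: 11.9 µM single point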
# E coli Lon inh = inhibits E. coli Lon protease; purified E. coli Lon protease, fluorescence polarization; inhibition, % at 7.94 µM; AID 602123; P0A9M0; 0.42% of 360,000 active; in the data active = inhibition above about 13%, passing the limit was not always enough;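 also: 0% = enzyme with probe and DMSO and 100% = no enzyme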
# MT1-MMP act inh = inhibitors of human MT1-MMP activation; AID 651647; 0.061% of 360,000 active; HT1080 RFP-PRO-GFP cells, GFP/RFP ratio fluorescence, overnight; percent of plate control window, DMSO zero; P50281; GFP/RFP ratio change, % at 20 µM;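 active = GFP/RFP ratio change of at least 30% with cell ATP level not reduced by more than half and red fluorescence within 50% of control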; also: strong numbers were not always called active
#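 Assay system: HT1080 cells carrying an RFP-PRO-GFP reporter | Dosing: Single dose of 20 µM compound, 1% DMSO final | Incubation: Cells overnight before dosing, compound overnight, 37 °C, 5% CO2 | Evaluation: GFP/RFP fluorescence ratio | Control set: DMSO and RFP-L50D-GFP cell wells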
# MsrA inh = inhibitors of bovine MsrA; purified bovine MsrA, absorbance read-out; 0.75% of 360,000 active; inhibition, % at 15.5 µM; AID 651718; in the data active = inhibition above about 4.5%;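 also: 0% = vehicle wells with enzyme and 100% = reference inhibitor wells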
# * hit, by the source's call; . = not tested or not shown. Compounds as they come. Share with any hit: about 4%.
SMILES,PABP1 MLLE inh,CendR NRP1 mod,FAS TE block,SKN-1 inh,bovine MsrA act,Tb MetRS inh,E coli Lon inh,MT1-MMP act inh,MsrA inh
Clc1cccc(Cc2c(-c3cccc(Cl)c3)nc3ccc(Br)cn23)c1,5,-17,21,6,-2,-0.5,4,-3,-0.1
CC1CCCCN1C(=O)c1cc(Cl)ccc1[N+](=O)[O-] (stereo not given),5,-5,-6,-7,-3,-0.7,-5,-1,-0.3
CC(=O)OC[C@@H]1CN(Cc2cccc(C(F)(F)F)c2)C[C@H](n2cnc3c(N4CCOCC4)ncnc32)O1,-4,-25,16,26,-1,-0.2,-3,-2,0.8
O=C(CCCN1C(=O)/C(=C\c2cccs2)SC1=S)Nc1ccccn1,17,-8,19,11,-1,0.0,-5,3,-1.0
Cn1c(SCC(N)=O)nnc1-c1ccccc1,-1,-1,-9,7,-1,-0.6,-7,-3,0.3
O=C(CN1C(=O)CC(c2ccco2)Sc2ccccc21)NCc1ccc2c(c1)OCO2 (stereo not given),20,10,6,-13,-1,-0.7,2,4,.
CCOc1cc(/C=N/NC(=O)c2cccnc2)ccc1OCC(=O)N(C)C,12,5,-8,-4,-8,-0.8,-1,0,1.7
COC(=O)c1ccccc1NC1=C/C(=N\S(=O)(=O)c2ccc(C(=O)O)cc2)c2ccccc2C1=O,32,24,7,-9,-3,0.8,-7,13,.
O=C(CCCn1c(=S)[nH]c2ccc(Br)cc2c1=O)NCc1ccccn1,-82,2,-1,1,-5,0.2,-7,-1,-0.4
NC(Cc1ccc(C(F)(F)F)cc1)c1csc(Nc2nncc3ccccc23)n1 (stereo not given),-14,-17,-12,22,-2,-0.3,-14,-14,-0.1
Fc1ccccc1N1CCN(Cc2cc(-c3ccccc3)on2)CC1,3,1,6,8,-9,-1.5,7,5,-1.1
Cc1ccc(-c2nc3ccc(C)cn3c2Cc2cccc(F)c2)cc1,.,15,24,5,-4,-1.2,5,-6,0.9
Cc1ccc(S(=O)(=O)NC(=O)c2cc(C)n(-c3ccccc3)c2C)cc1,-3,-5,-9,-2,-2,-0.2,-4,-3,-0.4
Cn1nc(OCC(=O)O)cc1C(F)(F)F,-3,-5,-7,-5,-3,-0.2,8,1,-1.0
Cc1nc(NC(=O)c2ccc(Cl)cc2)sc1Cc1ccc2c(c1)OCO2,34,-13,16,9,-7,-0.5,-4,-3,1.8
Cc1cc(/C=C(\C#N)C(=O)OCC#N)c(C)n1CC(C)C,6,33*,17,-2,-1,0.5,1,2,1.4
CCCOc1ccc(C(=O)c2ccccc2C(=O)O)cc1OCCC,-2,-1,-7,-12,-15,-1.0,-8,11,-0.5
COc1ccc2c(c1)S/C(=C\C(=O)c1ccncc1)N2C,16,-46,-7,32,-1,0.1,-9,2,0.2
Cc1ccc(NC(=O)c2ccc(CSc3ncnc4nc[nH]c34)cc2)c(C)c1,-3,-5,-23,-3,1,-0.1,-4,-1,-0.1
CCOC(=O)Cc1csc(NC(=O)CSc2nnc(C(C)C)n2C)n1,0,6,-3,-4,-3,-0.7,0,3,1.1
CC(C)(C)C(=O)Nc1ccc(N=Nc2ccccc2)cc1,-12,-8,24,34,-10,-0.8,0,9,1.8
COc1ccccc1CNC(=O)CN1C(=O)NC2(CCC(C)CC2)C1=O (stereo not given),-8,2,-6,16,-2,0.2,0,2,-0.7
Cc1nn(-c2ccc(Cl)cc2)c(=O)c2ccccc12,7,-27,-4,12,-2,-0.6,-4,5,0.1
NC(=O)C1CCN(C(=O)C2CCC(=O)N(Cc3ccc(Cl)cc3)C2)CC1 (stereo not given),5,11,-8,-13,-1,-0.2,-8,-1,1.0
CCOC(=O)C1=C(C)OC(N)=C(C#N)C1c1c(C)nn(-c2ccccc2)c1Cl (stereo not given),-2,-10,5,-1,-4,-0.1,-10,-4,0.4

# Later entries
SMILES,PABP1 MLLE inh,CendR NRP1 mod,FAS TE block,SKN-1 inh,bovine MsrA act,Tb MetRS inh,E coli Lon inh,MT1-MMP act inh,MsrA inh
CCc1ccccc1Nc1ncnc2ccccc12,-13,-6,-5,19,-1,0.3,-14,6,0.1
COc1cc(CNc2ncnc3c2[nH]c2ccc(C)cc23)cc(OC)c1,-4,-1,8,-11,6,75*,-3,4,-0.4
Cn1c(CN2CCN(C(=O)c3ccccc3)CC2)nc2cc([N+](=O)[O-])ccc21,6,10,4,5,-3,-0.6,-6,-3,1.7
O=C(CSc1nc2cc(Cl)ccc2s1)NC1CCCc2ccccc21 (stereo not given),-11,-11,25,2,-3,-1.1,-11,-3,-0.7
CCC(=O)/C=C1/Sc2ccc(OC)cc2N1CC,31,3,-6,6,-3,0.9,0,2,4.7*
Cc1sc(NC(=O)c2ccccc2F)c(CN2CCCCC2C)c1C (stereo not given),13,-12,14,22,-1,-1.2,-8,-1,1.9
CC(C)OCCCNC(=O)c1cccc2c1C(=O)c1ccc(Cl)cc1S2(=O)=O,8,14,19,-7,-2,-0.2,-8,-2,0.1
CCOC(=O)c1cc2sccc2n1Cc1ccc(C#N)cc1,-3,4,26,11,-4,-0.8,-7,5,0.7
Cc1cccc(C)c1-n1c(C)cc(/C=N/NC(=O)c2ccncc2)c1C,5,-9,-1,8,-1,-0.4,-6,-2,3.8
COc1ccc(Sc2nnc(-c3ccccc3)cc2C#N)cc1,-2,-4,36,-8,-12,-1.9,4,9,0.1
O=[N+]([O-])c1cc(S(=O)(=O)NCCCN2CCOCC2)ccc1Cl,-2,-2,-10,2,-7,-1.2,0,5,0.0
Cc1cc(=O)n(C(C)(C)C)c(=O)n1Cc1ccccc1,3,-1,-6,13,-5,-1.0,-7,-1,0.4
COc1ccc(Cl)cc1C(=O)NNC(=O)c1ccc(F)c(S(=O)(=O)N2CCOCC2)c1,-4,3,2,17,-2,0.0,3,7,-0.1
O=S(=O)(Cc1ccccc1)NC1c2ccccc2Oc2ccccc21,-1,-23,8,-3,-7,-0.4,-2,3,0.9
CCOc1ccc2c(c1)c1nnc(SCC3CCCO3)nc1n2C (stereo not given),1,-10,-3,7,-3,0.9,0,4,0.4
O=C(Nc1ccc(F)cc1)c1cccc2c1C(=O)N(CC1CCCO1)C2 (stereo not given),-4,-4,10,-2,-2,-0.5,0,5,0.7
CCC(C)/C(C)=N/NC(=O)CNS(=O)(=O)c1ccc([N+](=O)[O-])cc1 (stereo not given),-7,17,16,12,-1,0.1,-2,1,1.2
Cc1c(N(CC(=O)O)S(=O)(=O)c2ccccc2)c(=O)n(-c2ccccc2)n1C,1,-1,-9,6,-3,0.0,4,-2,0.5
Cc1cc(-c2cccnc2)c(C#N)c(SCC#N)n1,-1,-14,2,9,-2,0.8,-10,-5,1.6
CCN(CC)CCOC(=O)c1ccc(Cl)cc1Cl,10,-2,-6,5,-2,0.1,0,-2,1.4
CS(=O)(=O)c1ccc(C(=O)N2CCc3ccccc3C2)cc1,0,-11,0,-13,-7,-0.6,8,2,0.6
COC(=O)[C@H](Cc1ccccc1)NC(=O)NCc1cccs1,-2,0,-1,-9,3,-0.6,-1,4,0.4
O=C(Cn1nc(-c2ccccc2)ccc1=O)Nc1ccc(NC(=O)c2ccccn2)cc1,2,-2,-11,9,-2,-0.3,2,-7,0.6
COc1cccc(-c2cnc(C(O)c3c(C)cccc3C)[nH]2)c1 (stereo not given),5,-10,-5,8,-4,-0.3,-2,-1,-0.9
CCOC(=O)/C(=N/Nc1ccc(Cl)cc1)Sc1nnnn1-c1ccc(C)cc1,23,-20,-3,1,-3,1.2,-13,4,0.2

# (more compounds)
SMILES,PABP1 MLLE inh,CendR NRP1 mod,FAS TE block,SKN-1 inh,bovine MsrA act,Tb MetRS inh,E coli Lon inh,MT1-MMP act inh,MsrA inh
Nn1c(SCc2cn3ccsc3n2)nnc1-c1ccncc1,-7,-1,-4,-20,-3,0.0,-13,-6,-1.4
Cc1nn(-c2cccc(Cl)c2)c2nc(-c3ccncc3)cc(C(=O)N3CCOCC3)c12,-9,-5,20,0,-2,-0.3,-1,-11,0.8
COc1ccc(/C=C/C(=O)OCC(=O)N2c3ccccc3CC2C)cc1 (stereo not given),-4,-6,13,2,5,-0.1,-18,3,-0.7
Cc1ccc(C)c(-n2nnnc2SCC(=O)NCCC2=CCCCC2)c1,-38,6,16,16,-5,-1.2,-7,5,1.1
CCOC(=O)CC(=O)Nc1nnc(CC(C)C)s1,4,3,-10,-15,-9,-1.1,1,-4,-1.2
CCc1nc2sc3ccccc3c(=O)c2c(=O)n1CCOC,4,-9,-6,20,-1,-0.1,1,-2,0.1
O=C(Nc1nnc(-c2ccc3c(c2)CCCC3)o1)C1COc2ccccc2O1 (stereo not given),-8,-17,0,1,-2,-0.6,-2,-1,0.7
COc1ccc2c(c1)c(=O)c(C(=O)c1ccc(C)cc1)cn2CC(=O)Nc1ccc(F)cc1,-8,-10,10,-2,-7,0.5,-7,19,-1.1
CCCC1(c2ccccc2)NC(=O)NC1=O (stereo not given),-5,1,-3,-5,0,-0.5,-2,1,-1.0
O=[N+]([O-])c1cc(/C=N/N2CCN(C3c4ccccc4-c4ccccc43)CC2)ccc1Cl,11,-7,15,-17,-7,-0.7,-8,-1,-0.9

# Record cards, as listed above.
# Shown for CCOC(=O)CC(=O)Nc1nnc(CC(C)C)s1 : PABP1 MLLE inh: 4; CendR NRP1 mod: 3; FAS TE block: -10; SKN-1 inh: -15; bovine MsrA act: -9; Tb MetRS inh: -1.1; E coli Lon inh: 1; MT1-MMP act inh: -4; MsrA inh: -1.2
# Shown for CCc1nc2sc3ccccc3c(=O)c2c(=O)n1CCOC : PABP1 MLLE inh: 4; CendR NRP1 mod: -9; FAS TE block: -6; SKN-1 inh: 20; bovine MsrA act: -1; Tb MetRS inh: -0.1; E coli Lon inh: 1; MT1-MMP act inh: -2; MsrA inh: 0.1

# Entries shown so far that contain fluorine:
SMILES,PABP1 MLLE inh,CendR NRP1 mod,FAS TE block,SKN-1 inh,bovine MsrA act,Tb MetRS inh,E coli Lon inh,MT1-MMP act inh,MsrA inh
CC(=O)OC[C@@H]1CN(Cc2cccc(C(F)(F)F)c2)C[C@H](n2cnc3c(N4CCOCC4)ncnc32)O1,-4,-25,16,26,-1,-0.2,-3,-2,0.8
NC(Cc1ccc(C(F)(F)F)cc1)c1csc(Nc2nncc3ccccc23)n1 (stereo not given),-14,-17,-12,22,-2,-0.3,-14,-14,-0.1
Fc1ccccc1N1CCN(Cc2cc(-c3ccccc3)on2)CC1,3,1,6,8,-9,-1.5,7,5,-1.1
Cc1ccc(-c2nc3ccc(C)cn3c2Cc2cccc(F)c2)cc1,.,15,24,5,-4,-1.2,5,-6,0.9
Cn1nc(OCC(=O)O)cc1C(F)(F)F,-3,-5,-7,-5,-3,-0.2,8,1,-1.0
Cc1sc(NC(=O)c2ccccc2F)c(CN2CCCCC2C)c1C (stereo not given),13,-12,14,22,-1,-1.2,-8,-1,1.9
COc1ccc(Cl)cc1C(=O)NNC(=O)c1ccc(F)c(S(=O)(=O)N2CCOCC2)c1,-4,3,2,17,-2,0.0,3,7,-0.1
O=C(Nc1ccc(F)cc1)c1cccc2c1C(=O)N(CC1CCCO1)C2 (stereo not given),-4,-4,10,-2,-2,-0.5,0,5,0.7
COc1ccc2c(c1)c(=O)c(C(=O)c1ccc(C)cc1)cn2CC(=O)Nc1ccc(F)cc1,-8,-10,10,-2,-7,0.5,-7,19,-1.1

# Assay outcomes: PubChem BioAssay, several laboratories
